ERG-DNA inh: blocks human ERG Ets domain binding to DNA | fluorescence polarization, His-ERG Ets domain / labelled DNA | Potency, µM (doses to about 76.9 µM), for the others: top-dose FP activity, negative = inhibition, usual class: inhibitors | 370,000 compounds, 0.028% hits | AID 624246; active means well fitted inhibition curve with a large enough effect in the polarisation, with a control signal flat; inconclusive means small, poorly fitted or top-dose-only effect, or effect the other way, or a change in a side signal; inactive means no such curve, though single readings can be large or run the other way; the % refers to the polarisation;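 further: polarization taken with two DNA probes labelled with fluorescein and Texas red; % of control where 0% means no effect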
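His-tagged ERG Ets domain (1 uM in the protein solution; 300mM KCl, 50mM Tris-HCl, 1mM EDTA, 1mM DTT, pH 7.5) received compound, then a probe mix of 5 nM fluorescein-DNA and 100nM Texas-615-DNA. Fluorescence polarization was read for both dyes.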
HP1b binding inh: HP1-beta chromodomain-methylated histone interaction inhibition. P83916. AlphaScreen HP1-beta / biotin-H3K9me3 peptide binding. Potency, µM (series often up to 114 µM), for the others: top-dose activity change, negative = inhibition, hits mostly inhibitors. 390,000 compounds, 0.56% hits. AID 540317; further: nearly all actives have a fitted effect of over 70% in size; inactives centre near 23
Target sequence (P83916 whole entry, looked up): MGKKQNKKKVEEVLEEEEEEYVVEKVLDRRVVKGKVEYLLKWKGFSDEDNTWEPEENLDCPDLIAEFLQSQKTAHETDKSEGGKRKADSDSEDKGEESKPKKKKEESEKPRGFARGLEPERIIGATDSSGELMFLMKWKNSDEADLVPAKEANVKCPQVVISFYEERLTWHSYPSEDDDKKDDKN
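AlphaScreen: HP1-beta (50 nM) preformed 30 min with biotin-H3(1-18)K9me3 peptide (50 nM) in PBS pH 7.4, 0.01% Tween-20. Compound added for 30 min at RT, then streptavidin donor/nickel chelate acceptor beads (10 ug/mL) for 30 min.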
JMJD2A Tudor inh: blocks the human JMJD2A Tudor domain; AlphaScreen JMJD2A-Tudor / H3K4me3 peptide binding; Potency, µM (top dose mostly 114 µM), for inactives: at the highest dose activity change, negative = inhibition, hits mostly inhibitors; 390,000 compounds, 4.4% hits; AID 504339; further: on the % scale 0 is the no-effect control and ±100 the full control effect; nearly all actives have a fitted effect of over 50% in size
GLS inh: glutaminase GLS (human) inhibition. O94925. GLS enzymatic activity, qHTS titration. 410,000 compounds, 0.21% hits. Potency, µM (doses to about 45.5 µM), for inactives: top-dose activity change, negative = inhibition, most hits filed as inhibitors; further: on the % scale 0 is the no-effect control and ±100 the full control effect
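Two-point fluorescence kinetic (t0, 30 min RT) for hKGA; glutamate detected via glutamate oxidase–HRP–Amplex Red. Substrate: 1 mM L-glutamine solution; buffer 45 mM KH2PO4, pH 8.2.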
TrxR1 inh: blocks rat thioredoxin reductase 1; recombinant rTrxR1, NADPH fluorescence consumption, selenite substrate; O89049; Potency, µM (series often up to 114 µM), without a hit: at the top dose activity change, negative = inhibition, hits mostly inhibitors; 390,000 compounds, 1% hits; further: on the % scale 0 is the no-effect control and ±100 the full control effect; nearly all actives have a fitted effect of over 65% in size
Target sequence (O89049 whole entry, looked up): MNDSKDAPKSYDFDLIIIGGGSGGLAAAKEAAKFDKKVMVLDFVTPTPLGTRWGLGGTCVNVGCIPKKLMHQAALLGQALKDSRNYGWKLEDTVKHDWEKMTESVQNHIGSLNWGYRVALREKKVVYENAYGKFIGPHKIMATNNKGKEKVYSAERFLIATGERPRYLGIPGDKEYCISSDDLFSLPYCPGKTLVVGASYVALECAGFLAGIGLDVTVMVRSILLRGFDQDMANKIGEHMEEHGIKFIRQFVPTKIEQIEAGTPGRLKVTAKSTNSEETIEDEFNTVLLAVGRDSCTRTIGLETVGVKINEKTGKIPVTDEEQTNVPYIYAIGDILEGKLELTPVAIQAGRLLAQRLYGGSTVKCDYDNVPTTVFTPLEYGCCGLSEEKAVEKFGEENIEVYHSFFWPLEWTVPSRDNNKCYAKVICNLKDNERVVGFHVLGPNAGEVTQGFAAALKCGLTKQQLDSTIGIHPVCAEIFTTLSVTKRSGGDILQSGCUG
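Rat TrxR1 (90 nM in the dispensed reagent) was pre-reduced with 400 uM NADPH for 5 min at room temperature, then incubated with compound for 15 min. After 400 uM selenite was added, NADPH fluorescence (Ex 340/Em 450 nm) was followed for 8 min.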
Tb PGK inh: blocks T. brucei phosphoglycerate kinase | P07378 | PGK/GAPDH coupled, Kinase-Glo luminescence, 60 min | Potency, µM (top dose mostly 57.5 µM), for inactives: at the highest dose activity change, negative = inhibition, hits mostly inhibitors | 380,000 compounds, 0.043% hits; further: on the % scale 0 is the no-effect control and ±100 the full control effect; nearly all actives have a fitted effect of over 60% in size
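Recombinant glycosomal PGK reaction used 1,3-bisphosphoglycerate generated in-well by GAPDH (100nM final) in 100mM TEA pH 7.6, 5mM MgCl2, 0.01% Tween-20. After 60 minutes at room temperature, ATP was read by Kinase-Glo Plus luminescence end-point.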
Pin1 inhibitor: blocks the human prolyl isomerase Pin1; Q13526; Pin1 FP peptide displacement, HiFluor488, 10 min; Potency, µM (doses to about 115 µM), without a hit: at the top dose activity, negative = inhibition, hits mostly inhibitors; 390,000 compounds, 0.009% hits; AID 504891; active means well fitted inhibition curve with a large enough effect in the polarisation, with a control signal flat, not every such curve was filed as active; inconclusive means small, poorly fitted or top-dose-only effect, or effect the other way, or a change in a side signal; inactive means no such curve, though single readings can be large or run the other way; the % refers to the polarisation; further: on the % scale 0 is the no-effect control and ±100 the full control effect
Target sequence (Q13526 whole entry, looked up): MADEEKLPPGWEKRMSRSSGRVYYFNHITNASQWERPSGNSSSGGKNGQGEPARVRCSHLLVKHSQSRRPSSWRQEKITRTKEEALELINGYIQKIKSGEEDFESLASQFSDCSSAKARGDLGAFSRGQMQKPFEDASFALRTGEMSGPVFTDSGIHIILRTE
RGS4 inh: blocks human RGS4-accelerated GTP hydrolysis. AID 504845. Potency, µM (series often up to 114 µM), for inactives: top-dose activity change, negative = inhibition, actives largely listed as inhibitors. Transcreener GDP fluorescence polarization, RGS4-accelerated GTP hydrolysis. P49798. 390,000 compounds, 0.039% hits; further: on the % scale 0 is the no-effect control and ±100 the full control effect; nearly all actives have a fitted effect of over 75% in size; some results filed as inactive show a strong effect at the top dose
Target sequence (P49798 whole entry, looked up): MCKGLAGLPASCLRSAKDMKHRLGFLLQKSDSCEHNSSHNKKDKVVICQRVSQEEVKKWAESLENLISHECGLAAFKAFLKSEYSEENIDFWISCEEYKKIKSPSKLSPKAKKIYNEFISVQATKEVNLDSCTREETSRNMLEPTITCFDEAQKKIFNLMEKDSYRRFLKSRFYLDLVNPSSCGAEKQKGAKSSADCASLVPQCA
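MLSMR compounds (23 nl, pin-transferred) preincubated 10 min at room temperature with a 500nM (2x) first reagent, then RGS4 at 900nM (2x) plus Transcreener GDP mix added; fluorescence polarization (620/688 nm) read before and after 90 min at 30 °C.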
12-LOX inh: ALOX12 (human) lipoxygenase inhibition; 580,000 compounds, 1.1% hits; P18054; AID 1671190; purified 12hLO, xylenol orange hydroperoxide absorbance; Potency, µM (doses to about 108 µM), inactives show at the highest dose activity change, negative = inhibition, actives largely listed as inhibitors; further: on the % scale 0 is the no-effect control and ±100 the full control effect
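Hydroperoxide product was detected by ferrous iron/xylenol orange as the 573 to 405 nm absorbance ratio. Arachidonic acid at 40 uM (final) was turned over for 30 min at room temperature by 150 nM human 12hLO, pH 7.0 Hepes buffer, after 15 min compound preincubation.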
Active calls of the source: *; i = inactive; ? = inconclusive; . = not tested or not shown; & = joins results of further samples; [ ] = remark or other dose. Unless noted, the call rests on the fitted dose curve; in most records, active means well fitted curve in the direction sought with a large enough effect; inconclusive means small, poorly fitted or top-dose-only effect, or another doubt; inactive means no such curve, though single readings can be large; an effect the other way counts as inactive or inconclusive. Potency means the concentration at half of the fitted maximal effect.

smiles | ERG-DNA inh | HP1b binding inh | JMJD2A Tudor inh | GLS inh | TrxR1 inh | Tb PGK inh | Pin1 inhibitor | RGS4 inh | 12-LOX inh
O=C(N/N=C/c1ccc(Br)s1)c1cccnc1 | 3% | 14% | -11% | 2% | -17% | i | -11% | 16% | 1%
CC(=O)c1ccc(OCc2cc(C(=O)N3CCC(c4ccncc4)CC3)no2)cc1 | -4% | 11%[57 µM] | -10% | 9% | -32% | -2% | -5% | -19% | -2%
CCN1C(=O)CC(NNC(=O)c2ccc(Cl)cc2)C1=O (stereo unspecified) | 4% | 17% | 7% | . | -7% | -6% | -3% | 18% | -3%
Cc1ccc(-c2noc(-c3ccc(NCC4CCCO4)c([N+](=O)[O-])c3)n2)cc1 (stereo unspecified) | -1% | 53%[activator] | -16% | 1% | 3% | 0% | -1% | 5% | 0%
CCN1C(=O)c2cccc3c(NC(=O)c4ccc(S(=O)(=O)N5CCOCC5)cc4)ccc1c23 | 5% | 64%[activator] | -23%[11.4 µM] | -1% | 6%[57.1 µM] | 6% | ? | -7%[11.4 µM] | 0%
CC1=C(C(=O)OCC2CCCO2)C(c2ccc(C)cc2)C2=C(CCCC2=O)N1 (stereo unspecified) | -7% | 35% | 7% | -11% | 36%[activator][57.1 µM] | -2% | -7% | -3% | 0%
COc1ccccc1CCCNC(=O)C1CCC(=O)N(Cc2ccccc2F)C1 (stereo unspecified) | -4% | 37%[activator] | -4% | -2% | 10% | -7% | -7% | 3% | -11%
COc1ccc(C(=O)COc2ccc3ccc(=O)oc3c2)cc1 | 10% | 6% | ? | -9% | 17% | -7% | 62%[activator] | -15%[56.9 µM] | -7%

smiles | ERG-DNA inh | HP1b binding inh | JMJD2A Tudor inh | GLS inh | TrxR1 inh | Tb PGK inh | Pin1 inhibitor | RGS4 inh | 12-LOX inh
CC1(C)Cc2c(C#N)c(NCc3ccco3)nc(-c3ccco3)c2CO1 | -7% | 45%[activator] | -14% | -22% | ? | i | 6% | -41% | ?
Cc1onc(-c2ccccc2Cl)c1C(=O)N1CCCCCC1 | 4% | 5% | -8% | 1% | 26%[57.1 µM] | 4% | 3% | 15% | -44%
O=C(CCl)NN1C(=O)NC(c2ccccc2)(c2ccccc2)C1=O | -12% | 19% | 4% | 1% | -44% | -10% | 2% | 3% | -14%
COc1ccc(S(=O)(=O)Nc2ccc(O)c(Sc3ncn[nH]3)c2)cc1 | . | -1% | -15% | ? | 13% | -10% | 3% | 38% | ?
O=c1c2sc3nc(N4CCOCC4)c4c(c3c2ncn1-c1ccccc1)CCCC4 | 0% | 10% | -11% | 1% | 7%[57.1 µM] | 2% | 16% | 33% | -10%
O=C(NCc1ccc2c(c1)CCN2C(=O)c1ccc(F)cc1)c1ccco1 | -4% | 23% | -13% | -10% | 3%[57.1 µM] | 12% | 1% | 17% | ?
O=C(COC(=O)Cc1c[nH]c2ccccc12)NC1CCCCC1 | -5% | -1% | -3%[11.4 µM] | -4% | 17%[57.1 µM] | -9% | 0% | -50% | ?
C/C(CC(=O)Nc1cccc2c1CCCC2)=N\NC=O | -5% | 16% | -2% | 0% | 2%[57.1 µM] | -6% | -4% | 17% | 7%

smiles | ERG-DNA inh | HP1b binding inh | JMJD2A Tudor inh | GLS inh | TrxR1 inh | Tb PGK inh | Pin1 inhibitor | RGS4 inh | 12-LOX inh
CC[C@@H](C)[C@@H]1CN([C@@H](CN2CCC[C@H]2CN2C(N)=NC[C@H]2CC(C)C)C(C)C)C(=N)N1CCCC1CCCC1 | -1% | 12% | ? | 2% | -2% | 2% | 0% | 15% | ?
O=C(NC1CCCCCCC1)c1ccc(F)c(S(=O)(=O)N2CCOCC2)c1 | ? | 26% | -4% | 6% | 18% | i | 2% | 16% | 2%
O=C(O)CCCCCCCCCC(=O)c1cccs1 | -2% | 36% | -7% | -1% | -3% | -4% | -1% | -6% | 448%[activator]
CC(=NCc1cccc(Cl)c1)c1nc(-c2ccco2)oc1O | -1% | -27% | -35% | 13% | -17% | -6% | -4% | -11% | -8%
CCc1ccc(CNC(=O)C2CCN(c3nc4ccccc4nc3C(F)(F)F)CC2)cc1 | 0% | 10% | -7% | -4% | 14%[57.1 µM] | -6% | 1% | 10% | 2%
Cc1ccc(N(Cc2cc3ccc(C)cc3[nH]c2=O)S(=O)(=O)c2ccccc2)c(C)c1 | 24% | 26% | -12% | 0% | -11% | 0% | 11% | -23% | 0%
CC(C)(C)c1ccc(OCC(=O)NNC(=O)Nc2ccccc2)cc1 | 10% | 43% | -8% | 13% | 23% | -1% | -7% | -5% | 26%
O=C(CSCc1nc2ccccc2[nH]1)N1CCN(c2cccc(Cl)c2)CC1 | 5% | -12% | -31% | -1% | 17% | i | 1% | -39% | -20%

smiles | ERG-DNA inh | HP1b binding inh | JMJD2A Tudor inh | GLS inh | TrxR1 inh | Tb PGK inh | Pin1 inhibitor | RGS4 inh | 12-LOX inh
COc1ccc2oc(C(=O)OCC(=O)Nc3ccc(OC)c(S(N)(=O)=O)c3)c(C)c2c1 | 7% | 11% | -11% | -1% | 17% | -8% | 18% | -20% | -28%
COc1ccccc1NC(=O)Cn1c(=O)n2nc(C)nc2c2ccccc21 | -2% | 48%[activator] | -18% | 1% | 15%[57.1 µM] | -9% | 9% | -3% | 460%[activator]
CCCCN(C(=O)CCCc1nc2ccccc2s1)c1c(N)n(CC(C)C)c(=O)[nH]c1=O | 0% | 15% | -5% | 5% | -3% | -6% | -10% | 9% | -5%
FC(F)(F)c1cnc2c(c1)[nH]c(=S)n2-c1ccc(Cl)cc1 | 0% | 54%[activator] | -10% | 2% | -11% | -2% | 1% | -3% | 4%
O=[N+]([O-])c1ccc(CC(Cl)c2ccccn2)cc1 (stereo unspecified) | -2% | 29% | -17% | -2% | -6% | -12% | -2% | -18% | -4%
CCC(C)[C@H](N)c1nnc(SCC(=O)c2ccc(Cl)cc2)o1 (stereo partly specified) | -7% | 16% | -26% | -2% | 15% | -2% | -3% | 2% | ?
O=C(NCc1ccco1)c1ccc(Cl)c(S(=O)(=O)N2CCOCC2)c1 | -16% | 0% | -27% | 0% | 18%[57.1 µM] | -11% | -1% | -17% | -19%
COc1ccc2oc(=O)c(-c3nnc(NCc4ccco4)s3)cc2c1 | 18% | 10% | -16% | 2% | 16µM* | 1% | ? | ? | 0%

Quoted at random: 5 compounds from above, in no set order.
smiles | ERG-DNA inh | HP1b binding inh | JMJD2A Tudor inh | GLS inh | TrxR1 inh | Tb PGK inh | Pin1 inhibitor | RGS4 inh | 12-LOX inh
CCC(C)[C@H](N)c1nnc(SCC(=O)c2ccc(Cl)cc2)o1 (stereo partly specified) | -7% | 16% | -26% | -2% | 15% | -2% | -3% | 2% | ?
O=C(NCc1ccco1)c1ccc(Cl)c(S(=O)(=O)N2CCOCC2)c1 | -16% | 0% | -27% | 0% | 18%[57.1 µM] | -11% | -1% | -17% | -19%
COc1ccccc1NC(=O)Cn1c(=O)n2nc(C)nc2c2ccccc21 | -2% | 48%[activator] | -18% | 1% | 15%[57.1 µM] | -9% | 9% | -3% | 460%[activator]
FC(F)(F)c1cnc2c(c1)[nH]c(=S)n2-c1ccc(Cl)cc1 | 0% | 54%[activator] | -10% | 2% | -11% | -2% | 1% | -3% | 4%
O=[N+]([O-])c1ccc(CC(Cl)c2ccccn2)cc1 (stereo unspecified) | -2% | 29% | -17% | -2% | -6% | -12% | -2% | -18% | -4%

Next part
SMILES,ERG-DNA inh,HP1b binding inh,JMJD2A Tudor inh,GLS inh,TrxR1 inh,Tb PGK inh,Pin1 inhibitor,RGS4 inh,12-LOX inh
CC1CN2C(c3ccc([N+](=O)[O-])cc3)=CSC2=N1 (stereo unspecified),1%,?,79µM*,-22%,4%[57.1 µM],i,0%,?,?
CCc1ccc(OCC(=O)NNC(=O)CSc2nnc(-c3ccc(C)cc3)n2C)cc1,-9%,28%,-21%,-9%,2%,-2%,3%,12%,8%
Cc1ccc(NC(=O)CSc2nc3nc(C)c(Br)cc3[nH]2)cc1F,2%,25%,-22%,-2%,-9%,3%,-1%,20%,-23%
CCOC(=O)c1ccc(-n2c(C)ccc2C)cc1,-2%,40%[activator],-6%,-13%,-27%,-2%,0%,-25%,-23%
CCC1=NN(C(=O)c2ccc(Br)cc2)C(O)(c2ccccc2)C1 (stereo unspecified),-7%,18%,-32%,9%,-16%,-5%,15%,-5%,-2%
CCCc1ncc(C(O)c2cccc(OC)c2)n1C (stereo unspecified),1%,31%,-10%,9%,11%,6%,-8%,41%,-17%&1%
O=C(c1csc2c1CCCC2)N1CCN(c2cccc(C(F)(F)F)c2)CC1,-3%,27%,-12%,8%,-17%,2%,2%,0%,?
Cc1ccccc1C(=O)NNC(=O)/C=C/c1ccccc1,-9%,34%,-15%,0%,5%,7%,2%,30%,0%
COc1c(C)cccc1C(=O)NCc1ccc2c(c1)OCO2,-2%,73%[activator],-10%,-1%,19%,i,-9%,-11%[56.9 µM],49%[activator]
O=c1cc(CN2CCN(C/C=C/c3ccccc3)CC2)c2cc(O)ccc2o1,2%,9%,-17%[57.1 µM],27%,10%,1%,0%,-10%[56.9 µM],-6%&-6%&-31%
NS(=O)(=O)c1ccc(CCNS(=O)(=O)c2cccc3nsnc23)cc1,9%,24%,-10%,30%[activator],5%[57.1 µM],11%,2%,25%,-19%
CCOC(=O)CCc1cccc2c1CCC2=O,6%,37%,-9%,4%,-19%,-3%,-10%,11%,9%

Bioassay records as filed in PubChem.

Only part of the results is shown (hit frequency here may not be typical).
